Y pestis TopoI: Yersinia pestis topoisomerase I inhibitors, primary screen, biochemical, cleavage product accumulation, plate reader, single point; hit rate 0.064% among 360,000; activity, % at 10 µM; Y. pestis Topo-I cleavage product accumulation; in the data active = activity above about 50%, passing the limit was not always enough; note: inactives centre near 2
TcdB GH inh: TcdB glycohydrolase inhibitors, primary screen, biochemical, single point, plate reader; Toxin B (Clostridioides difficile), P18177; TcdB glycohydrolase enzymatic assay; inhibition, % at 9.99 µM; hit rate 0.24% among 350,000; AID 652162, 2013; in the data active = inhibition above about 10%
PfHsp40 rescue: rescue of yeast from PfHsp40 toxicity, primary screen, S. cerevisiae, ATP luminescence. S. cerevisiae expressing PfHsp40, growth rescue. growth rescue, % at 12.5 µM. hit rate 0.68% among 340,000; in the data active = growth rescue above about 28%, passing the limit was not always enough;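 note: yeast W303a lacking pdr1 and pdr3 grown in galactose medium; growth measured after three days at 30 °C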
Mtb BioA inh: M. tuberculosis BioA enzyme inhibitors, primary screen, biochemical, plate reader, single point, HTS. 7,8-diaminopelargonic acid synthase BioA (Mycobacterium tuberculosis). purified M. tuberculosis BioA enzyme. inhibition, % at 9.99 µM. hit rate 0.096% among 360,000; in the data active = inhibition above about 40%
GDH-TPI inh: GDH-TPI coupling enzyme inhibitors, primary screen, artefact control for M. tuberculosis FBA inhibitor project, biochemical, absorbance, full deck. GDH-TPI coupled enzyme counterscreen, NADH absorbance. inhibition, % at 4.8 µM. hit rate 1.2% among 360,000; in the data active = inhibition above about 30%;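 note: 0% = DMSO wells and 100% = wells lacking the enzyme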
FadD28 FP inh: inhibitors of FadD28 bisubstrate probe binding, primary screen, biochemical, fluorescence polarization, single point | hit rate 0.22% among 360,000 | inhibition, % at 12.5 µM | Mycobacterium tuberculosis FadD28 fatty-acid-AMP ligase; in the data active = inhibition above about 8.5%, passing the limit was not always enough
BH1578 lux ind: inducers of Vibrio cholerae quorum light production without autoinducers, primary screen, BH1578 luxS cqsA deficient, single point. V. cholerae BH1578 lux reporter, luminescence, 6 h. activation, % at 18.7 µM. hit rate 0.16% among 350,000; in the data active = activation mostly above about 9.7%, no sharp cut-off; note: not every result past the cut was called active; inactives centre near 0; reference of the scale not given here
Mtb UGM inh: M. tuberculosis UGM enzyme inhibitors, primary screen, biochemical, fluorescence polarization, single point | UDP-galactopyranose mutase (Mycobacterium tuberculosis (strain ATCC 25618 / H37Rv)), … | purified UGM, fluorescence polarization probe displacement | inhibition, % at 10 µM | hit rate 0.06% among 320,000; in the data active = inhibition above about 10%, passing the limit was not always enough
Target sequence (P9WIQ1 whole entry, looked up): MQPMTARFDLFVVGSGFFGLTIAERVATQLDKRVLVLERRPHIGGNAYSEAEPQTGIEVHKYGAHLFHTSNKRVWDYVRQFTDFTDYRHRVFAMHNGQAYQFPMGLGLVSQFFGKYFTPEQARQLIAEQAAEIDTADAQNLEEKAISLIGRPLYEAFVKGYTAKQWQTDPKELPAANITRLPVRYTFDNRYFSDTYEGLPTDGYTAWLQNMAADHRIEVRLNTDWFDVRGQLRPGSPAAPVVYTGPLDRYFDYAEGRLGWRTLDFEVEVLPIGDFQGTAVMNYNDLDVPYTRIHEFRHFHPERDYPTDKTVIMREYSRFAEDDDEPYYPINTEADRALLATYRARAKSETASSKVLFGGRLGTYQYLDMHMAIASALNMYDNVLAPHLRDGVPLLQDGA
FBA Mtb inh: Mtb FBA enzyme inhibitors, primary screen, biochemical, fluorescence, strain H37Rv; Fructose-bisphosphate aldolase (Mycobacterium tuberculosis (strain ATCC 25618 / H37Rv)), …; purified M. tuberculosis FBA, fluorescence read-out; inhibition, % at 1 µM; hit rate 2.3% among 360,000; in the data active = inhibition above about 27%;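 note: 0% = vehicle and 100% = reference inhibitor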
Target sequence (P9WQA3 whole entry, looked up): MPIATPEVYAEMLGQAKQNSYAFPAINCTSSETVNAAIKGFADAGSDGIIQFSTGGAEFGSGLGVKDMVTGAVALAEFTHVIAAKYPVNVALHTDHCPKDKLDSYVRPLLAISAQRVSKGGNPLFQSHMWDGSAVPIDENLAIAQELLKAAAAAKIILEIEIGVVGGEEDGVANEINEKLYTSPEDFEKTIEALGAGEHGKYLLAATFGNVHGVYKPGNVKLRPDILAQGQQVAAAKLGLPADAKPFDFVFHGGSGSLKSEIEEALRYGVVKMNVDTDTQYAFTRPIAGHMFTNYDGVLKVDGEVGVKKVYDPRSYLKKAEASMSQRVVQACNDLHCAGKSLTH
Starred values were filed as active, the others as inactive; i = inactive; / = not tested or not shown; & = joins results of further samples. No enrichment for hits, and some 4.6% of all compounds hit somewhere here.

smiles	Y pestis TopoI	FBA Mtb inh	Mtb UGM inh	Mtb BioA inh	BH1578 lux ind	GDH-TPI inh	TcdB GH inh	PfHsp40 rescue	FadD28 FP inh
CCOc1cc(NC(=S)NCCCN(C)C)c(OCC)cc1NC(=O)C1CC1	-0.2	0.0	1.0	-0.9	i	-4.7	/	-0.3	-0.8
COc1ccc(C2C3=C(CC(C)(C)CC3=O)Oc3ncn4nc(-c5cccnc5)nc4c32)cc1 (centres undefined)	-12.0	9.9	-0.6	-0.1	0.3	2.4	-0.4	-0.4	-1.9
O=C(NCc1ccccc1)C1CCN(C(=O)Cc2ccccc2)CC1	-6.8	2.9	0.8	-5.9	-0.3	8.6	1.9	-0.8	0.4
C[C@@H]1C(c2ccccc2)=NN(c2ccccc2)[C@H]1C(=O)N1CCOC1=O	1.7	4.6	/	0.7	-3.1	1.8	1.1	0.1	-2.0
O=c1[nH]c(/C=C2\C=Nc3ccccc32)c(O)n1Cc1ccccc1F	-29.1	-2.1	-2.1	/	-0.2	17.1	-0.2	-1.1	-2.1
CC(=O)Nc1nc(C(F)(F)F)cs1	4.6	4.5	0.0	-0.4	0.4	-2.6	-1.9	1.6	-1.5
COc1cccc(CN(C(=O)c2ccc([N+](=O)[O-])cc2)C2CCS(=O)(=O)C2)c1 (centres undefined)	-3.7	63.8*	0.0	0.6	-0.4	12.0	0.1	-0.4	-0.6
CCOC(=O)N1CCC(NC(=O)c2ccc3c(c2)sc2nc(-c4ccccc4)cn23)CC1	-1.2	8.5	3.1	-1.1	i	-0.3	/	0.1	0.5
CCc1nnc(NC(=O)c2ccc(-c3ccccc3F)o2)s1	-3.7	-3.9	1.6	/	-0.3	-1.2	0.9	0.2	-3.2
Cc1ccsc1C(=O)N(C)CC(=O)Nc1ccccc1Br	10.1	2.0	/	1.8	i	-0.3	-5.4	-0.2	1.7
COc1cc(C(=S)N2CCOCC2)ccc1OC(=O)c1cccc(C)c1	21.3	-0.2	0.6	-0.7	-0.3	-8.5	0.4	-0.9	-2.1
CC(CCc1ccccc1)NC(=O)C1CCCN(C(=O)c2cc3sccc3n2C)C1 (centres undefined)	-14.5	0.3	-2.1	-2.3	i	14.8	0.9	-0.2	-1.9
COc1cccc(-c2nc3ccccc3s2)c1	-0.2	2.4	-2.9	-1.1	-25.0	0.0	/	2.1	-3.5
Cc1ccc(S(=O)(=O)N2CCCN(C(=O)c3ccc(-n4nccc4C)cc3)CC2)cc1	30.5	-1.0	/	-2.0	i	3.5	2.1	-1.1	-0.6
C[C@@H]1CN([C@H](C)CO)C(=O)CCCn2nncc2CO[C@H]1CN(C)S(=O)(=O)c1ccc(F)cc1	-3.2	3.6	/	-0.1&-0.4	i	6.2	-0.5&-0.1	/	-1.3
O=c1[nH]cc(Cc2ccccc2)c(=O)[nH]1	5.7	-0.9	/	1.3	-4.8	5.6	1.2	/	-2.4
CCc1cc(CNC(=O)c2ccc(OC)c(OC3CCN(C(C)C)CC3)c2)on1	-2.8	-1.0	2.1	0.7	i	0.0	-1.3	-0.2	-3.3
CN1/C(=C\C=Nc2cc(S(=O)(=O)N3CCOCC3)ccc2N2CCOCC2)C(C)(C)c2ccccc21	24.7	-6.5	0.8	/	0.5	40.9*	-0.5	-0.8	-2.9
Cc1ccccc1OCCN1C(=O)NC2(CCc3ccccc32)C1=O (centres undefined)	12.4	0.1	0.8	-0.1	-3.0	-13.3	/	1.1	-3.3
C[n+]1ccccc1/C=C/c1ccc(F)c(F)c1	1.7	-0.6	0.9	1.2	i	35.3*	-0.2	0.0	-4.3
O=C(c1ccco1)N1CCN(C(=O)C2CC2)CC1	1.2	3.7	-1.0	-1.1	i	5.2	0.9	4.6	0.3
CN1C(=O)Cc2cc(S(=O)(=O)N3CCOCC3)ccc21	4.5	-0.7	4.5	-0.8	i	0.0	/	0.2	-0.1
O=C(CSc1nnc(CNc2ccc(F)cc2)n1Cc1ccccc1)NCc1ccccc1	23.0	4.0	-1.0	-1.8	-0.3	3.1	/	1.6	-4.6
O=C(O)CN1C(=O)CN=C(c2ccccn2)c2cc(Cl)ccc21	1.4	4.5	2.2	0.5	-0.4	4.8	0.0	-0.4	-2.9
CC(C)(C)OC(=O)C[C@H]1C/C=C\C[C@H](CC(=O)N(CCO)Cc2ccccc2)C(=O)N[C@H](C(C)(C)C)COC1=O	20.7	-1.0	5.7	-5.0	-0.1	5.9	-0.2	-0.1	-0.6

An excerpt of the results above, as a working copy:
smiles	Y pestis TopoI	FBA Mtb inh	Mtb UGM inh	Mtb BioA inh	BH1578 lux ind	GDH-TPI inh	TcdB GH inh	PfHsp40 rescue	FadD28 FP inh
O=C(CSc1nnc(CNc2ccc(F)cc2)n1Cc1ccccc1)NCc1ccccc1	23.0	4.0	-1.0	-1.8	-0.3	3.1	/	1.6	-4.6
O=C(O)CN1C(=O)CN=C(c2ccccn2)c2cc(Cl)ccc21	1.4	4.5	2.2	0.5	-0.4	4.8	0.0	-0.4	-2.9
CC(C)(C)OC(=O)C[C@H]1C/C=C\C[C@H](CC(=O)N(CCO)Cc2ccccc2)C(=O)N[C@H](C(C)(C)C)COC1=O	20.7	-1.0	5.7	-5.0	-0.1	5.9	-0.2	-0.1	-0.6

(list continues)
smiles	Y pestis TopoI	FBA Mtb inh	Mtb UGM inh	Mtb BioA inh	BH1578 lux ind	GDH-TPI inh	TcdB GH inh	PfHsp40 rescue	FadD28 FP inh
CCOC(=O)C1=C(C)N(CCCC(=O)O)C(=O)NC1c1ccc(Cl)cc1Cl (centres undefined)	11.9	-1.4	0.2	-1.8	i	4.0	-0.5	-1.4	-4.1
Nc1cccc(NC(=O)CCC(=O)NCc2ccco2)c1	-3.6	-2.1	-1.0	-2.0	0.8	6.4	0.4	-0.6	-5.3
CC1(C)CN(Cc2ccccc2)C(=O)[C@H]1CC(=O)Nc1ccc(Br)cc1	4.9	4.2	/	/	-0.2	-1.4	1.5	/	-1.1
Cc1ccc(S(=O)(=O)N2C[C@H]3[C@H]4C(=O)N(c5ccccc5)C(=O)[C@H]4CC(=O)[C@H]3[C@@H]2c2ccccc2F)cc1	/	-0.2	/	-3.9	/	/	1.6	/	-2.7
Cc1cc(=O)cc(C)n1-c1ccccc1N	4.0	-0.3	0.4	-2.4	i	6.5	0.0	-0.3	-0.3
O=C(NNS(=O)(=O)c1ccc2ccccc2c1)C1CCN(Cc2ccccc2)CC1	7.6	1.9	-1.3	-1.8	i	3.1	/	-0.6	0.5
O=C(CCN1C(=O)/C(=C\c2ccccc2)SC1=S)NNC(=O)c1cccnc1	4.6	-2.7	1.8	/	0.3	17.1	0.4	-0.1	-0.2
CCCO/N=C1/C(=O)N(c2ccccc2)c2ccccc21	-0.7	1.1	0.5	/	-0.4	9.4	-0.4	-0.4	-0.6
COc1ccc(-c2cc(=O)oc3c(C)c(OCc4nn[nH]n4)ccc23)cc1	11.9	5.6	2.6	4.1	-3.0	17.0	/	0.6	-17.0
CCOc1ccccc1NC(=O)NNS(=O)(=O)c1cc(C)ccc1C	-0.9	1.6	2.5	0.8	-3.4	-9.1	1.3	1.3	-0.6
N#CC1(NC(=O)COc2ccc3ccc(=O)oc3c2)CCCCC1	5.2	4.9	-0.7	/	0.1	2.5	-0.6	-0.9	-0.2
CC(C)Oc1cccc(C(=O)NC(=S)Nc2cccc(C(F)(F)F)c2)c1	20.8	8.5	0.3	0.2	4.0	-2.5	/	7.1	1.3
CC(=O)Oc1ccccc1C1OCCN1C(C)=O (centres undefined)	-2.1	1.2	2.2	-1.9	-7.7	-2.5	/	-0.5	0.4
O=C(CN1C(=O)c2ccccc2C1=O)Nc1cc([N+](=O)[O-])ccc1O	0.0	-11.9	-0.7	1.6	-0.5	-12.3	-0.5	-1.1	-3.0
CCOCCC(=O)Nc1ncc(S(=O)(=O)c2ccc([N+](=O)[O-])cc2)s1	4.2	-0.1	/	-0.1	-0.9	11.5	0.8	/	-0.5
Cn1c(CC(=O)Nc2ccc(Cl)c(Cl)c2)nnc1SCC(=O)Nc1nccs1	0.0	1.5	1.5	-1.3	i	-0.6	/	0.0	0.5
COc1ccc(Br)cc1/C=N/N1C(=O)CSC1=S	8.4	-3.0	1.3	-1.3	-3.1	6.2	1.2	-1.4	0.1
COc1cc(NC(=O)COC(=O)CSc2ccccc2F)c(C)cc1[N+](=O)[O-]	-3.2	2.7	-3.3	/	-0.5	8.6	2.2	-0.3	-1.0
CC1(C)CC(NCc2ccc3c(c2)OCO3)CCO1 (centres undefined)	0.2	1.4	0.1	-1.0	-0.4	1.4	/	-0.2	-1.8
Cc1cc(OC(F)F)ccc1NC(=O)Nc1ccc([N+](=O)[O-])cc1	-1.8	-1.4	-1.9	-0.9	-0.2	5.9	/	-0.7	1.1
COc1cccc(-c2ncc3ccccc3c2COC(=O)CCCC(=O)O)c1	-5.2	2.2	3.4	-1.2	i	0.0	-0.3	0.0	-1.0
Cc1ccc(C(=O)C2=C(O)C(=O)N(Cc3cccnc3)C2c2ccc(Cl)cc2)o1 (centres undefined)	8.3	0.2	-1.3	/	-0.3	14.9	-1.1	0.8	-1.8
CCOC(=O)c1cc2occc2n1Cc1c(F)cccc1Cl	2.9	-1.0	-0.6	-0.1	i	-4.3	/	-0.4	-13.3
O=C(Nc1ccc(O)cc1)C1CC=CCC1 (centres undefined)	-8.3	-1.8	-0.1	0.5	-1.4	6.5	/	0.6	-1.2
CC(=O)N1N=C(c2cccc([N+](=O)[O-])c2)OC1c1ccccc1Cl (centres undefined)	4.8	-0.1	0.1	5.7	i	1.8	/	-1.2	0.4
CN(C)c1nc(C(=O)O)nc(N2CCOCC2)n1	2.8	-0.1	-1.7	/	i	1.0	-0.3	0.1	-2.4
COc1ccccc1/C=C(\NC(=O)c1ccccc1)C(=O)NCc1ccco1	6.0	1.6	1.0	/	-0.1	3.7	0.7	-0.1	-1.0
O=C(NCc1ccco1)c1ccccc1-c1nc(-c2ccccc2)no1	-1.6	3.3	1.8	-0.4	-0.4	7.7	-1.9	-1.6	-1.2

Look-ups from the entries so far:
For TcdB GH inh, `COc1cccc(CN(C(=O)c2ccc([N+](=O)[O-])cc2)C2CCS(=O)(=O)C2)c1` (centres undefined) is entered as 0.1
For PfHsp40 rescue, `Cc1ccccc1OCCN1C(=O)NC2(CCc3ccccc32)C1=O` (centres undefined) is entered as 1.1
For Mtb UGM inh, `N#CC1(NC(=O)COc2ccc3ccc(=O)oc3c2)CCCCC1` is entered as -0.7
For FBA Mtb inh, `CCOc1cc(NC(=S)NCCCN(C)C)c(OCC)cc1NC(=O)C1CC1` is entered as 0.0
